Pf gamet viab: P. falciparum stage V gametocyte viability inhibition. AID 743093. actives 0.065% (n = 150,000). inhibition, % at 10.9 µM. P. falciparum stage V gametocytes, ATP luminescence, 24 h;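 active means inhibition above the mean plus 3 SD of compounds within the control limits, set per campaign, cut at about 38% in these data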;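 further: 0% = DMSO wells and 100% = medium only without gametocytes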
Rac1 wt modul: alters GTP binding to wildtype human Rac1; AID 757; actives 0.27% (n = 190,000); P63000; GTP binding activity (% of control), % at 10 µM; GST-Rac1 beads, fluorescent GTP binding, flow cytometry; actives lie on both sides; 0 = cold GTP competed, 100 = untreated;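 active means GTP binding activity at least 20 points away from the 100% control level, either lower or higher; inconclusive means compound flagged as likely green fluorescent, judged across all proteins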
Rab7 wt modul: modulators of GTP binding to dog Rab7 wildtype GTPase; GST-Rab7 beads, fluorescent GTP binding, flow cytometry; actives lie on both sides; untreated = 100%, excess cold GTP = 0%; actives 0.055% (n = 190,000); GTP binding activity (percent of control), % at 10 µM;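 active means fluorescent GTP binding to Rab7 beads changed by at least 20 points from the 100% baseline, either direction, mostly lower; inconclusive means compound itself probably fluorescent, or too few beads counted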;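 further: median green fluorescence of bound Bodipy-FL-GTP per Rab7 bead population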
Cdc42 wt GTP: modulators (inhibitors or activators) of GTP binding to human Cdc42 wildtype; P60953; GST-Cdc42 beads, Bodipy-GTP binding, flow cytometry; actives lie on both sides; percent activity (GTP binding), % at 10 µM; actives 0.2% (n = 190,000); AID 761;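 active means percent activity GTP binding at least 20 points away from the 100% baseline, either down as inhibitor or up as activator; inconclusive means compound flagged as likely green fluorescent from well-wide comparison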;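 further: median bead fluorescence of bound Bodipy-FL-GTP at 100 nM; 0% = excess unlabeled GTP control and 100% = no compound control; below 100% means less GTP binding so inhibitor and above means activator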
Target sequence (P60953 whole entry, looked up): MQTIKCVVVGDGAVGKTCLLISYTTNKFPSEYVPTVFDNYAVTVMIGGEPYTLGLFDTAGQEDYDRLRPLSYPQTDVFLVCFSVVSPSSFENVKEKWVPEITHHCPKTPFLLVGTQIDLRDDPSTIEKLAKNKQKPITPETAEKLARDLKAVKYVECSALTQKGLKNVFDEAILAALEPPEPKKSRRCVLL
Avidin fluor: avidin bead compound fluorescence profile; Avidin beads, compound fluorescence 488/530 nm, flow cytometry; hits give high values; fluorescence (KMESF) at 10 µM; actives 0.38% (n = 220,000); AID 1775; in the data active means fluorescence above about 47; further: inactives centre near 10
Rac1 act GTP bind: human Rac1 activated mutant GTP binding change. P63000. GST-Rac1 activated beads, fluorescent GTP binding, flow cytometry; actives lie on both sides; 100% means binding = to untreated wells. percent activity (GTP binding), % at 10 µM. actives 0.11% (n = 190,000);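 active means GTP binding at least 20 percentage points away from the 100% baseline, in either direction, so actives lie on both sides; inconclusive means Compound likely fluorescent itself, or too few beads counted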
Mcl1-Noxa inh: disrupts binding of human Mcl-1 to Noxa peptide | Q07820 | AID 1022 | actives 1.5% (n = 220,000) | inhibition, % at 21.7 µM | TR-FRET Mcl-1/Noxa peptide binding, 2 h;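 active means compounds that cut the protein-peptide binding signal by more than 50% relative to plate controls in a single-dose test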;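 further: His-tagged Mcl-1 with rhodamine Noxa BH3 peptide and terbium anti-His antibody; 0% = Mcl-1 plus Noxa peptide wells and 100% = peptide-only wells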
Target sequence (Q07820 whole entry, looked up): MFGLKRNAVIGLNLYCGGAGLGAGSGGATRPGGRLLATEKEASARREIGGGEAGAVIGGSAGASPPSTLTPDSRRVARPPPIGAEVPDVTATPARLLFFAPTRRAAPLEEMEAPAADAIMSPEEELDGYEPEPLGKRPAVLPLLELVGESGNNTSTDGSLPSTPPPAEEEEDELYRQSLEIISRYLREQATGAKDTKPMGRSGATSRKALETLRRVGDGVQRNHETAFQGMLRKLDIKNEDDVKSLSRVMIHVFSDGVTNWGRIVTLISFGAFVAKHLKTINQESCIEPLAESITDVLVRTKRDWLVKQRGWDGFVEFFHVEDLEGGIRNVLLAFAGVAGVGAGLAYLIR
Rab2A wt mod: changes GTP binding to wildtype dog Rab2A, up or down | actives 0.19% (n = 190,000) | GST-Rab2 wt beads, Bodipy-GTP binding, flow cytometry | GTP binding activity, % at 10 µM | AID 760;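 active means GTP binding activity at least 20 points away from 100%, either lowered or raised; inconclusive means signal likely due to the compound's own green fluorescence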;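 further: 0% = beads with excess unlabeled GTP and 100% = no-compound control corrected for plate trend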
HRas wt GTP bind: modulators of GTP binding to human HRas wildtype; AID 759; GST-Ras wt beads, Bodipy-FL-GTP binding, flow cytometry; actives lie on both sides; GTP binding activity, % at 10 µM; P01112; actives 0.14% (n = 190,000);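 active means GTP binding activity at least 20% away from the 100% baseline, either lowered as inhibitor or raised as activator; inconclusive means flagged as likely green fluorescent, judged across all proteins in the well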;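 further: 0% = unlabeled GTP competition control and 100% = no-compound control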
Target sequence (P01112 whole entry, looked up): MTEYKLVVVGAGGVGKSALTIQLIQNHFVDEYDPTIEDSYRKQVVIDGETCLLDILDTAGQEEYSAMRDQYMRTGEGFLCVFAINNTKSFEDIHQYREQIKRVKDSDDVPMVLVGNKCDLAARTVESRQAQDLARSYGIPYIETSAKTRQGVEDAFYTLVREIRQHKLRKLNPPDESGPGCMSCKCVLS
Bim-Mcl-1: inhibitors of Bim-Mcl-1 interaction, human; actives 0.1% (n = 190,000); AID 1009; inhibition, % at 10 µM; Q07820; Bead-based flow cytometry, Bim peptide-Mcl-1 binding; in the data active means inhibition above about 40%;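 further: 0% = no compound tracer wells and 100% = peptide blocker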
Mcl1 Bid PPI: disrupts binding of human Mcl-1 to Bid peptide. AID 1021. inhibition, % at 21.7 µM. Q07820. actives 0.97% (n = 220,000). TR-FRET Mcl-1/Bid-Dy647 peptide binding, 1536-well;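 active means compounds that cut the binding signal by more than half at the single screening dose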;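 further: His-tagged Mcl-1 with europium anti-His antibody binding Bid BH3 peptide; 0% = Mcl-1 plus peptide wells and 100% = peptide-only wells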
An asterisk follows results filed as active; ? = inconclusive; nt = no result given.

The first 2 compounds as a preview:
SMILES	Pf gamet viab	Rac1 wt modul	Rab7 wt modul	Cdc42 wt GTP	Avidin fluor	Rac1 act GTP bind	Mcl1-Noxa inh	Rab2A wt mod	HRas wt GTP bind	Bim-Mcl-1	Mcl1 Bid PPI
CCOC(=O)C(C)n1cnc2c(cnn2-c2ccc(Cl)cc2)c1=O (configuration not stated)	nt	106.0	102.0	102.0	5	99.0	14.5	101.0	101.0	2.0	-16.2
Cn1c(C(=O)N2CCN(C(=O)c3ccco3)CC2)cc2c(=O)n3ccccc3nc21	0.3	?	?	?	9	?	22.9	?	?	2.0	-0.1

The listing (from the top)
SMILES	Pf gamet viab	Rac1 wt modul	Rab7 wt modul	Cdc42 wt GTP	Avidin fluor	Rac1 act GTP bind	Mcl1-Noxa inh	Rab2A wt mod	HRas wt GTP bind	Bim-Mcl-1	Mcl1 Bid PPI
CCOC(=O)C(C)n1cnc2c(cnn2-c2ccc(Cl)cc2)c1=O (configuration not stated)	nt	106.0	102.0	102.0	5	99.0	14.5	101.0	101.0	2.0	-16.2
Cn1c(C(=O)N2CCN(C(=O)c3ccco3)CC2)cc2c(=O)n3ccccc3nc21	0.3	?	?	?	9	?	22.9	?	?	2.0	-0.1
CCOC(=O)c1sc(NS(=O)(=O)c2ccccc2)nc1C	10.0	106.0	105.0	100.0	8	96.0	22.0	101.0	102.0	0.0	5.5
CCCC(=O)N(c1ccc(OC)cc1)C1C=CS(=O)(=O)C1 (configuration not stated)	nt	?	?	?	18	?	10.7	?	?	-3.0	-12.3
Cc1nn(Cc2ccccc2)c(C)c1CCC(=O)O	26.8	102.0	98.0	98.0	11	97.0	-12.0	98.0	97.0	-6.0	-16.9
Cc1c(C(=O)Nc2nc3ccccc3[nH]2)oc2ccc(Br)cc12	16.6	99.0	96.0	97.0	12	98.0	-53.7	97.0	98.0	-2.0	-47.6
CCOc1ccc(CCNC(=O)COC(=O)c2cc(OC)cc(OC)c2)cc1OCC	-11.4	98.0	97.0	95.0	12	93.0	9.5	97.0	95.0	-3.0	-10.1
COc1ccc(N(C)S(=O)(=O)c2cccc(C(=O)NCC3CCCO3)c2)cc1 (configuration not stated)	7.4	102.0	100.0	102.0	44	99.0	-2.5	101.0	101.0	1.0	-5.3
Cc1cc(O)cc2c(=O)c3ccccc3sc12	-8.8	91.0	105.0	94.0	9	93.0	59.0*	95.0	94.0	2.0	-21.8
Cc1ccc(NC(=S)NNC(=O)c2ccco2)cc1	nt	95.0	93.0	97.0	13	95.0	6.4	96.0	96.0	-6.0	-21.6
COc1cccc(CC(=S)N2CCOCC2)c1	-3.0	101.0	101.0	98.0	16	101.0	3.4	102.0	101.0	-6.0	-23.5
Cc1cc[n+](-c2nc([O-])sc2/C=N/Nc2ccc([N+](=O)[O-])cc2)cc1	12.3	101.0	100.0	100.0	10	97.0	43.6	99.0	101.0	0.0	-43.2
Cc1nc2ccc(C(=O)Nc3cccc([N+](=O)[O-])c3)cc2s1	-17.3	104.0	103.0	101.0	9	96.0	1.1	97.0	99.0	-1.0	-30.6
Clc1ccc(-c2ccc(/C=N/Nc3cc(N4CCOCC4)nc(N4CCOCC4)n3)o2)cc1	nt	104.0	101.0	101.0	4	99.0	24.9	96.0	100.0	-1.0	-26.4
Cc1ccc(/C=C/C(=O)Nc2cc(=O)n(C)c(=O)n2C)o1	7.3	97.0	96.0	101.0	1	99.0	24.4	99.0	98.0	-1.0	-61.9
O=C(O)c1ccc(CSc2nnnn2C2CCCCC2)cc1	-1.9	100.0	102.0	100.0	14	98.0	-13.0	100.0	101.0	0.0	-13.8
Cc1cc(C)nc(SCC(=O)NC2=NC(=O)C(C)S2)n1 (configuration not stated)	-14.5	97.0	96.0	98.0	10	97.0	11.3	97.0	98.0	0.0	-7.9
O=C(Cc1cccs1)NCCc1cn2ccccc2n1	nt	100.0	96.0	97.0	5	96.0	-4.1	97.0	96.0	-2.0	-4.5
C=CCOc1c(Cl)cc(CNn2cn[nH]c2=S)cc1OC	-24.0	101.0	107.0	94.0	4	96.0	12.4	98.0	99.0	0.0	-43.4
CC(C(=O)N1CC2(C)CC1CC(C)(C)C2)N1C(=O)c2ccccc2C1=O (configuration not stated)	nt	99.0	101.0	96.0	9	95.0	-6.7	98.0	101.0	0.0	-13.6
Cc1nn(C(=O)c2ccco2)c(C)c1Sc1ccc([N+](=O)[O-])cc1	3.5	103.0	102.0	103.0	7	99.0	-4.3	100.0	102.0	0.0	-15.0
COc1cc(NC(=O)c2ccc(Br)o2)c(C(=O)O)cc1OC	5.3	?	?	?	10	?	nt	?	?	0.0	-4.3
CCOc1ccc(NC(=O)c2cccc3c2C(=O)N(CCOC)C3)cc1	nt	105.0	102.0	103.0	12	99.0	22.0	101.0	103.0	-5.0	-27.0
O=C(O)c1cnn2c(-c3ccc(F)cc3)ccnc12	11.5	103.0	109.0	100.0	11	98.0	-0.2	101.0	102.0	0.0	-0.5
CCOCCCNCc1ccc(Cl)cc1	-9.0	99.0	99.0	99.0	8	100.0	4.0	100.0	99.0	-16.0	-29.6
Cc1ccc(NC(=O)N2CCC(C(=O)Nc3ccc(C)cc3C)CC2)cc1	nt	102.0	99.0	102.0	19	99.0	-4.2	100.0	98.0	0.0	-3.9
O=C(NCc1ccc2c(c1)OCO2)c1cnc2n(c1=O)CCS2	nt	100.0	99.0	101.0	8	101.0	5.5	102.0	102.0	-2.0	-20.5
CCn1c(Cc2ccccc2)nnc1SCC(=O)NC(C)(C)C	nt	104.0	97.0	104.0	26	100.0	-15.6	99.0	100.0	-3.0	-2.6
Cc1cccc(/C(N)=N/OC(=O)CCCN2C(=O)c3ccccc3C2=O)c1	nt	100.0	100.0	100.0	9	97.0	-5.8	96.0	101.0	2.0	4.4
CCOC(=O)C1CCN(c2cc(=O)n(-c3ccccc3Cl)c(=O)[nH]2)CC1	nt	113.0	99.0	104.0	8	100.0	-2.2	101.0	103.0	0.0	-8.9
CC(C)CN(C(=O)COC(=O)CNC(=O)c1ccc(Cl)cc1)C1CCS(=O)(=O)C1 (configuration not stated)	25.0	98.0	93.0	89.0	11	96.0	1.3	96.0	97.0	0.0	-10.6
CC(=O)c1cc(C(=O)N2CCc3c([nH]c4ccccc34)C2CC(C)C)[nH]n1 (configuration not stated)	nt	97.0	106.0	96.0	3	95.0	-1.2	99.0	98.0	-3.0	-37.6
Cc1cc(NC(=O)CSc2nc(-c3cccnc3)ccc2C#N)no1	10.4	94.0	96.0	96.0	24	96.0	16.9	96.0	96.0	0.0	0.2
Cc1ccccc1C(=O)Nc1cc(S(=O)(=O)N2CCCCC2)ccc1N1CCN(C)CC1	-9.7	104.0	96.0	94.0	3	102.0	7.7	98.0	99.0	-5.0	-3.1
O=C(Nc1cccnc1)c1ccccc1-c1nc(-c2ccccc2F)no1	nt	103.0	100.0	102.0	12	100.0	2.3	102.0	101.0	-4.0	-13.0
Cn1c(C2CCCN2C(=O)OC(C)(C)C)n[nH]c1=S (configuration not stated)	nt	98.0	99.0	100.0	5	95.0	3.7	99.0	99.0	-4.0	-3.6
CC(=O)Nc1ccc(C(=O)CS(=O)(=O)c2ccc(C)cc2)cc1	0.7	97.0	95.0	101.0	9	98.0	35.0	101.0	99.0	0.0	44.1
COc1ccc(OC)c(NC(=O)CCN2CC(C)OC(C)C2)c1 (configuration not stated)	nt	106.0	102.0	103.0	5	101.0	8.8	102.0	102.0	-1.0	-2.6
C=CCSC1=Nc2cc(OC)c(OC)cc2C2=NC(=O)CN12	-0.9	95.0	95.0	91.0	11	96.0	-46.5	94.0	94.0	2.0	-27.6
COc1cc(C(=O)Nc2ccc(Cl)c([N+](=O)[O-])c2)cc(OC)c1OC	nt	95.0	98.0	99.0	22	97.0	6.2	98.0	97.0	0.0	2.4
O=C(O)c1csc(N/N=C/c2ccc(Br)cc2)n1	-0.6	97.0	102.0	94.0	8	96.0	-51.2	98.0	97.0	-3.0	-37.7
COc1cc(COc2ccc3c(C)c(Cc4ccccc4)c(=O)oc3c2)cc(OC)c1OC	-5.2	98.0	95.0	94.0	16	94.0	12.3	95.0	95.0	0.0	4.7
O=S(=O)(O)C1CCNCC1	nt	102.0	102.0	95.0	5	99.0	22.0	99.0	102.0	0.0	8.1
CSc1ccccc1NC(=O)CN(C)CC(=O)Nc1c(F)cccc1F	7.2	103.0	95.0	102.0	58*	101.0	15.5	99.0	99.0	-6.0	24.6
CCCCCCCCCCCCCCCC[n+]1ccc(C(N)=O)cc1	nt	95.0	94.0	90.0	17	95.0	46.6	92.0	93.0	0.0	41.6
COc1ccc(NC(=O)NN2CCOCC2)cc1OC	-11.1	100.0	96.0	99.0	20	98.0	5.8	98.0	98.0	0.0	-32.6
NS(=O)(=O)c1cccn1-c1ncc(C(F)(F)F)cc1Cl	nt	111.0	104.0	105.0	10	103.0	-6.5	103.0	104.0	-2.0	-8.7
CCC(=O)N1C(=O)CCN(C(C)=O)c2ccccc21	nt	106.0	100.0	103.0	7	100.0	5.7	100.0	102.0	2.0	-4.3
CC(C)C(NC(=O)c1ccccc1)C(=O)NCc1ccccn1 (configuration not stated)	nt	94.0	93.0	97.0	20	94.0	11.8	96.0	97.0	-2.0	-8.9
CCN1CCN(CC(=O)N2N=C(c3cccs3)CC2c2ccc(OC)c(OC)c2)C(=O)C1=O (configuration not stated)	-24.6	97.0	94.0	97.0	4	98.0	-6.0	95.0	96.0	0.0	-34.8
COc1ccccc1CNC(=O)C1COc2ccccc2O1 (configuration not stated)	-30.3	105.0	101.0	106.0	37	101.0	6.3	103.0	105.0	-1.0	-3.5
Cc1cccc(C)c1NC(=O)C1(N(Cc2ccco2)C(=O)CC2NC(=O)NC2=O)CCCCC1 (configuration not stated)	nt	100.0	100.0	99.0	6	98.0	1.1	98.0	100.0	0.0	-0.2
O=C/C(=C\Nc1ccc(Cl)cn1)c1nc2ccccc2o1	nt	105.0	103.0	104.0	7	99.0	18.6	101.0	102.0	-2.0	-1.9
CC1CCCc2sc3nc(NCc4ccco4)n4ncnc4c3c21 (configuration not stated)	4.3	101.0	98.0	99.0	21	97.0	32.0	95.0	97.0	-3.0	26.0
COc1ccc(CCNC(=O)c2ccc3c(c2)OCCO3)cc1	23.9	99.0	97.0	98.0	9	93.0	8.8	98.0	96.0	1.0	-17.3
O=C(N1CCCCCC1)N1CCN(S(=O)(=O)N2CCOCC2)CC1	nt	95.0	95.0	99.0	11	94.0	12.3	93.0	98.0	-1.0	-5.9
COCCCNC(=O)COc1ccc(Br)cc1Cl	-9.6	108.0	101.0	105.0	14	99.0	16.4	102.0	102.0	-4.0	-7.9

Assay outcomes: PubChem, several laboratories
